S3 lipid droplet = qHTS Assay for Lipid Storage Modulators in Drosophila S3 Cells. Drosophila S3 cells, BODIPY lipid droplet fluorescence, 18-24 h; cells fed with added oleic acid. Potency in µM for hits, for the others lipid storage change, negative = inhibition, % at the top dose, mostly 46.1 µM. 0.64% of 320,000 active. AID 2685, 2010; active = well fitted inhibition curve with a large enough effect in the signal ratio, with a control signal flat, not every such curve was filed as active; inconclusive = small, poorly fitted or top-dose-only effect, or effect the other way, or a change in a side signal; the % refers to the signal ratio
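Drosophila S3 cells got compounds at several concentrations plus oleic acid (400 uM solution). Laser-scanning cytometry with 488 nm excitation read lipid droplets at 500-530 nm and cells at 575-640 nm. Percent activity was relative to 20 uM Triacsin C.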
S3 lipid droplet cell count max = also measured in S3 lipid droplet; calls as there; cell number change, %; measured here: cell count max response;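 cells counted by Cell Tracker Red CMTPX staining in the red channel; peak over a dose series mostly up to 46.1 µM; percent activity relative to internal control wells on each plate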
Active calls of the source: *; i = inactive; ? = inconclusive; / = no result given; [ ] = another dose, or the depositor's remark. % is set by controls: 0 for no effect and ±100 for the full control effect; potency is the fitted concentration of half-maximal effect. Only part of the results is shown; rates above refer to the full screens.

Preview (16 entries):
SMILES	S3 lipid droplet	S3 lipid droplet cell count max
CCC(=O)Nc1ccc(NC(=O)CSc2nnnn2-c2ccc(OC)cc2)cc1	i	/
N#CCCN1CCN(S(=O)(=O)c2ccc(S(=O)(=O)N3CCCC3)cc2)CC1	7%	-5
CCCN1CCC(=NNc2ccc(S(N)(=O)=O)cc2[N+](=O)[O-])CC1	-4%	0
O=C(Nc1nnc(C(F)(F)F)s1)c1c(F)cccc1F	?	/
CS(=O)(=O)N(CC(=O)N1CCCC1)c1ccc(Cl)cc1	?	/
COc1ccc(-n2c(C)c(C)c3c(NCCCN(C)C)ncnc32)cc1	?	/
CCN(CC)N=Nc1ccc(S(N)(=O)=O)cc1	15%	-11
Cc1ccccc1-n1ncc2c1CC(C)(C)CC2NC(=O)CN1CCCC1=O (stereo unspecified)	i	-2
CCC(NC(=O)Nc1ccc(O)cc1)(C(F)(F)F)C(F)(F)F	?	/
Cc1cc(=O)oc2cc(OCC(=O)N3CCc4ccccc4C3)ccc12	25%	8
O=C(NCc1nnc(SCc2ccccc2)n1-c1ccc(F)cc1)C12CC3CC(CC(C3)C1)C2	?	/
CC(=O)c1ccc(OCC(=O)NC(=O)NC2CCCCC2)cc1	?	/
C=C(C(=O)O)C(CCCCCC)C(=O)O (stereo unspecified)	0%	-9
CCN(CC)S(=O)(=O)c1cc(C(=O)N=c2sccn2C)ccc1OC	-26%	19
CC(C)(C)c1ccc(S(=O)(=O)N2CCSC2)cc1	-2%	-19
Cc1cc(C)n(CCSCC(=O)O)n1	?	/

The list itself, previewed entries included:
SMILES	S3 lipid droplet	S3 lipid droplet cell count max
CCC(=O)Nc1ccc(NC(=O)CSc2nnnn2-c2ccc(OC)cc2)cc1	i	/
N#CCCN1CCN(S(=O)(=O)c2ccc(S(=O)(=O)N3CCCC3)cc2)CC1	7%	-5
CCCN1CCC(=NNc2ccc(S(N)(=O)=O)cc2[N+](=O)[O-])CC1	-4%	0
O=C(Nc1nnc(C(F)(F)F)s1)c1c(F)cccc1F	?	/
CS(=O)(=O)N(CC(=O)N1CCCC1)c1ccc(Cl)cc1	?	/
COc1ccc(-n2c(C)c(C)c3c(NCCCN(C)C)ncnc32)cc1	?	/
CCN(CC)N=Nc1ccc(S(N)(=O)=O)cc1	15%	-11
Cc1ccccc1-n1ncc2c1CC(C)(C)CC2NC(=O)CN1CCCC1=O (stereo unspecified)	i	-2
CCC(NC(=O)Nc1ccc(O)cc1)(C(F)(F)F)C(F)(F)F	?	/
Cc1cc(=O)oc2cc(OCC(=O)N3CCc4ccccc4C3)ccc12	25%	8
O=C(NCc1nnc(SCc2ccccc2)n1-c1ccc(F)cc1)C12CC3CC(CC(C3)C1)C2	?	/
CC(=O)c1ccc(OCC(=O)NC(=O)NC2CCCCC2)cc1	?	/
C=C(C(=O)O)C(CCCCCC)C(=O)O (stereo unspecified)	0%	-9
CCN(CC)S(=O)(=O)c1cc(C(=O)N=c2sccn2C)ccc1OC	-26%	19
CC(C)(C)c1ccc(S(=O)(=O)N2CCSC2)cc1	-2%	-19
Cc1cc(C)n(CCSCC(=O)O)n1	?	/
COc1ccc(C(=O)NC(=S)NNC(=O)c2ccc(NC(=O)C(C)C)cc2)cc1	?	/
COc1ccc(OC)c(NC(=O)c2nc(S(=O)(=O)Cc3ccccc3)ncc2Cl)c1	?	/
O=C(NCCS(=O)(=O)N1CCN(c2ccc(F)cc2)CC1)c1ccco1	-17%[0.0737 µM]	-19
Cc1cc(NC(=O)C(Cl)c2ccccc2)no1 (stereo unspecified)	i	-4
CCCOP(=O)(c1ccccc1)c1ccccc1	8%	1
O=S(=O)(Nc1ccccc1)c1ccc(Oc2ncc(C(F)(F)F)cc2Cl)cc1	?	/
CCc1nnc(NC(=O)CCC(=O)Nc2ccc(Cl)cc2)s1	?	/
Cc1ccccc1C(=O)NNC(=O)CN1C(=O)c2ccccc2C1=O	5%	-1
COc1cc(CC(NC(C)=O)C(=O)NC2CCN(C(=O)c3ccc(C)cc3)CC2)cc(OC)c1 (stereo unspecified)	?	/
O=C(C[n+]1cccc(/C=N/O)c1)N1CCCCCC1	-2%	-3
COc1ccc(S(=O)(=O)N2CCN(CC(O)COc3ccc(C#N)cc3)CC2)cc1OC (stereo unspecified)	?	/
CC1C/C(=N/NC(=O)c2cccc(F)c2)c2ccc(O)cc2C1 (stereo unspecified)	i	70
O=C(NCCc1nnc2ccc(NCCCN3CCOCC3)nn12)c1ccccc1	4%	12
O=C(/C(=N\Nc1ccccc1)Sc1nnnn1-c1ccccc1)c1ccccc1	16%	3
CN(C1CCCC1)C1CCN(C(=S)Nc2cc(F)cc(F)c2)CC1	?	/
COC(=O)C1C(c2ccc(N(C)C)cc2)C(C(=O)OC)S(=O)(=O)CS1(=O)=O (stereo unspecified)	?	/
COc1cc(C2C(C(=O)c3ccc(C)o3)=C(O)C(=O)N2Cc2cccnc2)ccc1O (stereo unspecified)	?	/
CC(=O)NCc1ccc(S(=O)(=O)N/N=C/c2ccc(Br)cc2)cc1	-1%	18
O=C(COC(=O)CSc1ccc(F)cc1)NCC1CCCCC1	-24%	-1
O=C(CSc1nnc(Cn2c(=O)sc3ccccc32)n1-c1ccccc1)N1CCOCC1	0%	-15
O=C1N=C2SCCN2/C1=C\c1c(Cl)cccc1Cl	?	/
Cc1cc(C)nc(N/N=C/c2cn[nH]c2-c2ccc(F)cc2)n1	11%	6
CCOC(=O)c1c(C)oc2c1c(C=NCCC(=O)O)c(O)c1ccccc12	0%	/
Cc1ccc(OCC(=O)NCCNC(=O)COc2ccc(C)cc2)cc1	?	/
Cc1cc(NS(=O)(=O)c2ccc(NC(=O)c3cc4c(=O)n5ccccc5nc4s3)cc2)nc(C)n1	?	/
Cc1ccc(C(=O)COC(=O)C2C3C=CC(C3)C2C(=O)OCC(=O)c2ccc(C)c(C)c2)cc1C (stereo unspecified)	-18%	-11
O=c1[nH]c2ccccc2cc1CN(CC1CCCO1)S(=O)(=O)c1ccccc1 (stereo unspecified)	-11%	-17
O=C(CN1CCS(=O)(=O)CC1)NNC(=O)C1CCCCC1	?	/
O=S(=O)(c1ccc(OCC(O)CN2CCN(c3ccccc3Cl)CC2)cc1)N1CCOCC1 (stereo unspecified)	?	/
Cc1ccc(NC(=O)CSc2nc3ccccc3c(=O)n2CCCN2CCCCC2)cc1Cl	8%	10
N#C/C(=C\c1cccc(O)c1)c1nc2ccccc2o1	-10%	-6
CCC(=O)c1ccc(OCC(=O)OCC(=O)NC2CCCCCC2)cc1	?	/

3 compounds out of the list, sorted by length of the SMILES, ascending.
SMILES	S3 lipid droplet	S3 lipid droplet cell count max
COc1ccc(-n2c(C)c(C)c3c(NCCCN(C)C)ncnc32)cc1	?	/
O=C(/C(=N\Nc1ccccc1)Sc1nnnn1-c1ccccc1)c1ccccc1	16%	3
COC(=O)C1C(c2ccc(N(C)C)cc2)C(C(=O)OC)S(=O)(=O)CS1(=O)=O (stereo unspecified)	?	/

Next part
SMILES	S3 lipid droplet	S3 lipid droplet cell count max
CC(C)(C)NC(=O)C1N(c2cccnc2)C(=O)C2C(C(=O)Nc3ccccc3)C3(C)C=CC21O3 (stereo unspecified)	11%	1
COC(=O)c1sc2nc[nH]c(=O)c2c1C	?	/
COc1ccc(C2=NCC(CSc3nnc(-c4ccc5c(c4)OCO5)o3)S2)cc1 (stereo unspecified)	11%	-27
O=C(N/N=C/c1ccc(OC(=O)c2ccco2)cc1)c1ccccn1	?	/
CCCCN(C(=O)/C=C/c1ccco1)c1c(N)n(Cc2ccccc2)c(=O)[nH]c1=O	-4%	-8
CCC(COC(C)=O)Nc1nc2c([nH]1)c(=O)n(C)c(=O)n2C (stereo unspecified)	-9%	14
CCOc1ccc(NC(=O)CSCc2cnn(-c3ccccc3)c2-n2cccc2)cc1	?	/
COC(=O)c1ccc(CN2CCCC(CO)(Cc3ccc(F)cc3F)C2)cc1 (stereo unspecified)	12%	-6
O=C(/C=C1\SC(=O)N(CC(=O)Nc2ccc(Cl)cc2)C1=O)Nc1ccc(F)cc1	?	/
N#Cc1nc(COc2ccccc2F)oc1N1CCCCCC1	?	/
Cn1c(SCC(=O)N2CCOCC2)nc(O)cc1=O	?	/
Cc1ccc(-c2nnc(SCC(=O)NCC3CCCO3)n2C)cc1 (stereo unspecified)	?	/
COC(=O)c1ccc(SCC(=O)NC2CCCC2)c([N+](=O)[O-])c1	5%	0
C=CCOc1ccccc1CN1CCC(n2nccc2NC(=O)c2ccccc2)CC1	i	/
CCOCC(=O)Nc1cc(C(=O)OC)cc(C(=O)OC)c1	?	/
COc1ccc(N=C2SCC(=O)N2c2ccc(OC)cc2)cc1	?	/
C/C=C(\C)C(=O)N[C@@H](C)CN1C2=NC[C@H](C(C)C)N2C[C@H]1Cc1ccc(OC)cc1	?	/
CCCNC(=O)C1CNc2ccccc2O1 (stereo unspecified)	?	/
O=C(Nc1ccc(OC(F)(F)F)cc1)C1CC(=O)N(Cc2ccco2)C1 (stereo unspecified)	?	/
C#CCN(CC=C)C(=O)c1ccc2nc(C3CCCCC3)oc2c1	i	14
Cc1ccc(O)c(Cn2nnc3ccccc32)c1	?	/
O=C(COc1ccccc1)Nc1nnc(-c2ccco2)o1	-15%	8
CN(Cc1ccccc1)S(=O)(=O)c1cccc2cccnc12	?	/
Nc1ccc(N2CCOCC2)c(Cl)c1	10%	4
Cc1onc(-c2c(Cl)cccc2Cl)c1C(=O)NNc1ccccc1	?	/
O=C(N/N=C/C(Cl)=C/c1ccccc1)c1ccccn1	?	/
CNC(=O)C1CC(=O)N(CCc2ccc(OC)cc2)C(=Nc2ccc(OC)cc2)S1 (stereo unspecified)	3%	-13
CCc1ccc(CN(C)CC(=O)Nc2ccccc2[N+](=O)[O-])cc1	8%	-2
COCCCNS(=O)(=O)c1ccc(Cl)c(C(F)(F)F)c1	?	/
Cc1ccc(S(=O)(=O)NNC(=O)Nc2ccc([N+](=O)[O-])cc2)c(C)c1	-17%	1
COc1ccc(CCNC(=O)COc2ccc(N(C)S(=O)(=O)c3ccc(C)cc3)cc2)cc1OC	-1%	3
CC1CCCN(S(=O)(=O)c2ccc(S(=O)(=O)N3CCCN(Cc4ccccc4)C3)cc2)C1 (stereo unspecified)	?	/
Cc1ccc(-n2nc3c(=O)n(CC(=O)NC4CCCCC4)nc(C)c3c2C)cc1	i	4
Cc1nnc(SCC(=O)NC(C)(C)C)n1C1CCCCC1	?	/
COC(=O)[C@@H]1C[C@@]2(O)[C@H](O)[C@H](O)[C@H](O)C[C@H]2N1Cc1cccc2ccccc12	8%	4
COCCn1nnnc1C(C(C)C)N(Cc1cccnc1)Cc1cc2cc(OC)ccc2[nH]c1=O (stereo unspecified)	?	/
CCCSC1=N/C(=C\C=C\c2ccco2)C(=O)S1	?	/
NCCCCCc1nnc(SCC(=O)Nc2cccc(Cl)c2)o1	?	/
COc1ccc(CC(=O)N(Cc2ccccc2)c2ccccc2)cc1S(=O)(=O)N1CCOCC1	?	/
COc1ccc(CC(NC(C)=O)C(=O)NC2CCN(c3c4c(nc5ncnn35)CCC4)CC2)cc1OC (stereo unspecified)	-5%	10
COc1cccc(-n2c(Cc3cc(=O)[nH]c(=O)[nH]3)nnc2SCc2cccnc2)c1	16%[9.22 µM]	/
Cc1onc(-c2ccccc2Cl)c1C(=O)N1CCN(c2ncccn2)CC1	?	/
C=CCOC(=O)C1=C(C)NC(SCC(N)=O)=C(C#N)C1c1ccc(C)cc1 (stereo unspecified)	4%	2
CCSc1nc(C)c(C(C)=O)cc1C#N	?	/
O=C(C/C=N\OCc1ccc([N+](=O)[O-])cc1)Nc1ccc(Cl)cc1	?	/
COc1ccc(-n2nc3c(c2NC(=O)c2c(-c4ccccc4Cl)noc2C)CS(=O)(=O)C3)cc1	i	/
COCCNc1nc2ccccc2n2cnnc12	8%	/
Cc1ccccc1C(=O)N/N=C/c1ccsc1C	22%	20
NS(=O)(=O)c1ccc(CCNC(=O)COC(=O)CN2C(=O)C3CCCCC3C2=O)cc1 (stereo unspecified)	?	/
COc1nn(C(C)C(=O)N2N=C(C(F)F)CC2(O)C(F)F)cc1[N+](=O)[O-] (stereo unspecified)	-4%	16
CN(C1CCS(=O)(=O)C1)S(=O)(=O)c1cccs1 (stereo unspecified)	?	/
CN(CC(=O)Nc1ccc(F)cc1)C(=O)c1cc(-c2cccs2)nn1-c1ccccc1	?	/
Cc1c(C(=O)O)nnn1-c1nonc1N	?	/
COc1ccc(NS(=O)(=O)c2ccc(C)c(C(=O)OC(C)C(=O)N3CCOCC3)c2)cc1 (stereo unspecified)	?	/
CCn1c(N2CCN(C(=S)NC)CC2)nc2ccccc21	?	/
CC(C)c1ccc(/C=N/NC(=O)CC(=O)NC2CCCCC2)cc1	20%	0
O=[N+]([O-])c1cccc(Oc2cnccn2)c1	i	8
Cc1cccc(NC(=O)NC(C)C(c2ccccc2)N2CCN(C)CC2)c1 (stereo unspecified)	5%	-13
COc1nc(N2CCCCCC2)nc(N2CCCCCC2)n1	?	/
CCN(CC(=O)Nc1ccccc1C(F)(F)F)C(=O)CCOc1ccc(C)cc1	?	/

Next section
SMILES	S3 lipid droplet	S3 lipid droplet cell count max
COc1ccc(S(=O)(=O)N2CCCC2CNC(=O)C(=O)NC2CC2)cc1 (stereo unspecified)	?	/
CC(C)(C)NC(=O)Cn1c(Cl)nc2ccccc21	-14%	-16
CC(=O)Nc1cc2c(ccc3ccccc32)oc1=O	4%	8
Cc1nc2ncnn2c(C)c1CCC(=O)Nc1csc(N)n1	1%	-5
CN(C)c1cc(-c2ccc(Cl)cc2Cl)oc(=O)c1Cl	10%	7

Assay outcomes from PubChem.
